CHOP inh – inhibitors of CHOP promoter induction, primary screen, cell-based, unfolded protein response, luciferase reporter | inhibition, % at 10 µM | CHO-K1 CHOP-promoter luciferase, tunicamycin-induced, 15-18 h | actives 3.8% (n = 220,000);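 active = compounds that reduced the stress-induced luciferase reporter signal by more than about 70% of percent inhibition, limit read from the data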;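 also: 0% = tunicamycin plus vehicle and 100% = wells without tunicamycin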
TNF death inh – inhibitors of TNF-alpha triggered necroptosis, primary screen, cell-based, Jurkat FADD-/-, single concentration; AID 463075, 2010; actives 0.068% (n = 220,000); activation (protection from cell death), % at 10 µM; Jurkat FADD-/- TNF necroptosis rescue, ATP luminescence, 24 h; 0 = TNF only, 100 = no-TNF cells;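 active = activation, meaning protection from cell death, of at least 50% relative to plate controls; inactive = activation below 50%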;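 also: necroptosis triggered by 40 ng/mL TNF-alpha added together with compound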
TRPML3 ag – human TRPML3 channel agonists, primary screen, cell-based, HEK293 TRPML3-YFP, Fluo-8 calcium fluorescence, 3 µM. Mucolipin-3 (Homo sapiens), Q8TDD5. 100% = the carbachol control signal. activation, % at 3 µM. actives 0.29% (n = 220,000). AID 1448, 2008;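 active = activation above its plate's cutoff, the mean activation of the plate's test wells plus 3 SD, cut at about 12% in these data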;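 also: 0% = DMSO only wells and 100% = carbachol wells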
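Test system – HEK293 line with stable expression of human TRPML3-YFP channel · Control set – carbachol 87 µM final as high control (100%), DMSO as low control (0%) · Signal – Fluo-8 calcium dye fluorescence, ex 470-495, em 515-575 nm · Incubation – 1-h 37 °C dye load, 5-s basal, 120-s post-compound reads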
Wee1 stabilizer – Wee1 degradation inhibitors, primary screen, cell-based, HeLa, Wee1K328M-luciferase, luminescence; Wee1-like protein kinase (Homo sapiens), P30291; HeLa Luc-Wee1K328M stability; 100% = proteasome inhibitor MG132 effect; actives 1.2% (n = 220,000); AID 1321, 2008; reporter increase, % at 5 µM;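 active = activation above the mean of all tested compounds plus 3 SD, set per screening run, cut at about 8.8% in these data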;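 also: cells exposed to compound for 20 h before luminescence read; 0% = DMSO alone and 100% = MG132 at 30 µM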
Target sequence (P30291 whole entry K328M): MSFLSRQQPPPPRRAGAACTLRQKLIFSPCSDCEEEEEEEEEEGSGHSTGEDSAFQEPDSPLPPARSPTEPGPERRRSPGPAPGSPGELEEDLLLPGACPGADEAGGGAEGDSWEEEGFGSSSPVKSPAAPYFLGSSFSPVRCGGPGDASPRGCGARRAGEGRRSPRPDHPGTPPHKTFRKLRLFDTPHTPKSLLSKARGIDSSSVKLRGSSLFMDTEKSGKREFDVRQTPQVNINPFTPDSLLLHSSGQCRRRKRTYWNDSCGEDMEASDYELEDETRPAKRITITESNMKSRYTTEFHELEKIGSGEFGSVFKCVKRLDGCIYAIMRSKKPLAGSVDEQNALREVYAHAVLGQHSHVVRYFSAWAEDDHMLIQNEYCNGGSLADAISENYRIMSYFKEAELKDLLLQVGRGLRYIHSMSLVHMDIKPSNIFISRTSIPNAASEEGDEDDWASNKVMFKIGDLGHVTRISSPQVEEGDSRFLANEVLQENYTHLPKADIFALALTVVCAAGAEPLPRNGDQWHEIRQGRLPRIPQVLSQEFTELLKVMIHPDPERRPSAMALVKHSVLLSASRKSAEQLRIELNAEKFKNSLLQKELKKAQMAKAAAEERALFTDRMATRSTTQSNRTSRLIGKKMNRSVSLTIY
PPC-1+TRAIL kill – compounds killing PPC-1 cancer cells with TRAIL present, primary screen, TRAIL potentiator project, ATPLite luminescence, uHTS; PPC-1 cells + TRAIL, ATPLite viability luminescence; cell killing (% activity), % at 4 µM; actives 0.41% (n = 220,000);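 active = cell killing above 50% in the first pass at 4 µM, then a duplicate retest at 5 µM averaging 50% or more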;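 also: plate controls were cells with TRAIL plus DMSO for no effect and medium-only wells lacking cells for full effect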
TRPN1 ag – zebrafish TRPN1 channel agonists, primary screen, cell-based, HEK293, calcium fluorescence; activation, % at 3 µM; transient receptor potential cation channel N1 (TRPN1/NompC), Danio rerio; actives 0.18% (n = 220,000); HEK293 zebrafish TRPN1-YFP, Fluo-8 calcium fluorescence; 100% = response to 87 µM carbachol;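 active = activation above its plate's cutoff, the mean activation of test wells on that plate plus 3 SD, cut at about 19% in these data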;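 also: 0% = DMSO alone and 100% = 87 µM carbachol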
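Control set: carbachol 87 µM as high control, DMSO as low control; system: HEK293 stable line with zebrafish TRPN1-YFP; read-out: % activation versus carbachol response; detection: intracellular calcium fluorescence with Fluo-8; doses: single test compound dose, 3 µM nominal, 0.3% DMSO; schedule: dye 1 h 37 °C plus 30 min RT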
Ba/F3 V617F tox – reduced viability of JAK2V617F-dependent Ba/F3 cells, primary screen, JAK2V617F inhibitor project, cell-based, Ba/F3 EpoR-JAK2V617F, luminescence. AID 1446, 2008. inhibition, % at 5.6 µM. actives 1.1% (n = 220,000). ATP luminescence;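 active = inhibition above the campaign mean plus 3 SD over all tested compounds, cut at about 24% in these data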;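 also: cytokine-independent growth of Ba/F3 cells driven by EpoR plus mutant JAK2; 0% = DMSO-treated cells and 100% = JAK inhibitor I control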
RBBP9 inhibitor – human RBBP9 inhibitors, primary screen, biochemical, fluorescence polarization, FP-Rh probe, HTS; AID 1515, 2009; actives 0.2% (n = 220,000); inhibition, % at 7.94 µM; Serine hydrolase RBBP9 (Homo sapiens), O75884; recombinant RBBP9;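 active = inhibition above the campaign mean of all tested compounds plus 3 SD, cut at about 14% in these data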;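 also: plate controls were DMSO wells with RBBP9 for no effect and wells lacking RBBP9 protein for full effect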
Target sequence (O75884 whole entry, looked up): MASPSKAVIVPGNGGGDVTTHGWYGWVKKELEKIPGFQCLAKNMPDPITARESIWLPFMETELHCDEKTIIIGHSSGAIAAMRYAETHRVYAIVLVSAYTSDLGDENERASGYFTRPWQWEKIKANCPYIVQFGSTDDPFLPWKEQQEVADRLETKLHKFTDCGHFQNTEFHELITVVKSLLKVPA
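Controls: DMSO-treated enzyme wells and wells lacking RBBP9 | Material: RBBP9 protein | Technique: Fluorescence polarization | Replication: Single well per compound, no replicates | Buffer or medium: Tris-NaCl-Pluronic buffer, pH 8.0 | Timing: 30 min compound preincubation, 45 min probe labeling, 25 °C | Read-out basis: Percent inhibition from mP, scaled between DMSO and no-protein wells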
BaF3 parental – parental Ba/F3 cell viability inhibition, counter-screen for JAK2V617F inhibitor project, murine pro-B, CellTiter-Glo luminescence. actives 1.1% (n = 220,000). inhibition, % at 5.6 µM. CellTiter-Glo ATP luminescence;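 active = inhibition above a per-campaign cutoff, the mean inhibition of all tested compounds plus 3 SD, cut at about 27% in these data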;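 also: 0% = DMSO wells and 100% = JAK Inhibitor I control wells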
The depositor's hits bear a star; · = no result given.

SMILES	CHOP inh	TNF death inh	TRPML3 ag	Wee1 stabilizer	PPC-1+TRAIL kill	TRPN1 ag	Ba/F3 V617F tox	RBBP9 inhibitor	BaF3 parental
C=CCNC(=O)c1ccccc1NC(=O)c1ccc(Cl)c(S(=O)(=O)Nc2cccc(C)c2C)c1	28	2.2	0.1	-2	19	1.3	0	-7	10
O=c1cc(C(F)(F)C(F)F)oc2ccccc12	23	1.1	0.4	-3	4	-0.8	0	5	3
N#Cc1c(N)nc2c(c1N)CC(CCl)O2 (centres undefined)	23	0.9	1.0	2	12	-0.7	-2	1	0
N#CC(C#N)=C1c2cc(S(=O)(=O)NCCO)ccc2-c2ccc(S(=O)(=O)NCCO)cc21	-40	-4.1	0.2	-3	12	1.2	-6	-7	4
COc1ccc(Cn2nnnc2C(CC(C)C)N2CCC(C(N)=O)CC2)cc1 (centres undefined)	18	-0.1	0.2	-1	6	0.7	0	-5	9
Cc1cc2cc(CN(CC3CCCO3)C(=S)Nc3ccccc3)c(=O)[nH]c2cc1C (centres undefined)	19	-1.6	0.9	2	-9	1.1	-2	-6	5
CC(C(=O)Nc1sccc1C(N)=O)N1C(=O)C2CC=CCC2C1=O (centres undefined)	27	-3.2	1.0	-3	-4	1.3	3	4	3
O=C(c1ccccc1)N(Cc1ccc(F)cc1)C1CCS(=O)(=O)C1 (centres undefined)	9	-2.8	0.8	1	2	1.8	-2	-6	1
Cc1cc(C)c2nc(N3CCN(C)CC3)c(C#N)cc2c1	-3	1.7	0.5	0	17	1.2	-6	-7	-2
COC(=O)Cc1cn(-c2ncc(C(F)(F)F)cc2Cl)c2ccccc12	39	1.3	-0.8	1	-3	-1.3	-4	1	6
COC(=O)C1C(O)=C(C=Nc2ccc3ccccc3c2)C(=O)CC1(C)C (centres undefined)	44	-4.8	0.3	2	5	-0.1	-2	-8	3
Cc1ccc(Nc2nc(CSc3n[nH]c(N)n3)cs2)cc1	-6	0.0	0.0	-1	28	-0.7	1	-2	-4
Oc1ccccc1C(Nc1nccs1)c1ccc2cccnc2c1O (centres undefined)	71*	-17	-0.5	3	21	-3.3	2	-8	-6
CCOC(=O)c1nc2nc(C)c(Cl)c(=O)n2[nH]1	-1	1.1	0.2	0	26	0.8	0	0	2
CC(C)c1nnc(NC(=O)CN2C(=O)c3ccccc3C2=O)s1	-4	0.3	0.7	-1	4	0.7	-1	-1	2
COc1ccccc1-c1ccc(SCc2cccc(C)c2)nn1	37	-1.6	-0.2	-4	2	-1.3	61*	-11	66*
COc1ccc(Oc2ncccc2[N+](=O)[O-])cc1	2	0.0	-0.7	-2	-10	-0.5	-1	-5	0
CCC(=O)NNC(=O)c1cc(COc2cc(Cl)cc(Cl)c2)on1	12	0.6	0.0	1	-2	2.6	2	-7	2
S=C1NCN(Cc2cccnc2)CN1Cc1ccccc1	13	2.0	-0.6	1	-13	-0.6	-2	0	-7
CCCCOC(=O)c1ccc(Nc2ccc([N+](=O)[O-])cn2)cc1	-1	2.8	0.9	-2	-13	-0.2	-2	-6	5
CCN(CC)c1cc(Cl)c2nonc2c1N	14	-2.2	-1.0	0	12	-2.9	-6	-4	-2
CN(C)S(=O)(=O)c1ccc(/C(O)=C2/C(=O)C(=O)N(Cc3cccnc3)C2c2cccs2)cc1 (centres undefined)	0	-0.5	-0.5	3	4	0.8	4	-3	9
CCc1c(C)nc2ncnn2c1N1CCC(C(=O)N2CCN(c3ccc(F)cc3)CC2)CC1	1	-0.6	-0.6	3	20	0.5	1	7	0
C#CCOCCOCCOCCNc1nc(N2CCN(C(=O)[C@H](Cc3cc4ccccc4[nH]3)n3cc([C@@H](N)CC(C)C)nn3)CC2)nc(N2CCN(C(=O)[C@H](Cc3cc4ccccc4[nH]3)n3cc([C@@H](N)CC(C)C)nn3)CC2)n1	-4	1.1	0.4	1	7	-1.6	-2	2	3
Cc1ccccc1-n1ncc2c(SCC(=O)N3c4ccccc4CC3C)ncnc21 (centres undefined)	19	-2.7	0.5	2	-13	0.3	0	-12	5
O=C(c1ccc(Cl)c(S(=O)(=O)N2CCCC2)c1)N1CCN(c2ccccc2)CC1	19	-0.6	2.3	-1	-5	5.2	1	3	8
O=C(CS(=O)(=O)Cc1ccccc1)Nc1ccc(Cl)cn1	15	0.7	-0.2	-2	17	0.1	-4	-7	2
Cc1ccc(NC=C(S(=O)(=O)c2ccccc2)S(=O)(=O)c2ccccc2)cc1	5	4.7	0.2	-1	9	-0.3	-2	-4	5
COc1ccccc1NC(=O)c1sc2nc(Cc3ccccc3)cc(C(F)(F)F)c2c1N	12	0.8	1.1	2	9	-0.6	-3	2	-2
Fc1ccc2[nH]c3c(N4CCN(c5ccccc5)CC4)ncnc3c2c1	61	-11	7.0	3	28	9.1	-3	7	8
CC1(C)N=C(N)N=C(N)N1c1ccc(F)cc1F	-20	1.6	0.8	-2	6	0.8	29*	-2	36*
C/C(Cn1nc([N+](=O)[O-])cc1C)=N\NC(=O)COc1ccccc1[N+](=O)[O-]	-22	1.8	-0.3	-5	8	-0.3	-6	11	1
Cc1ccc(/C=C/C(=O)N2CCN(S(=O)(=O)c3c(C)c(C)cc(C)c3C)CC2)o1	1	-8.6	-0.4	-2	-4	-0.9	3	6	8
O=S(=O)(/N=C(/NS(=O)(=O)c1ccccc1)c1ccccc1)c1ccccc1	1	0.2	0.0	5	18	0.2	-2	-5	1
Cc1cccc(OCCOc2ccccc2C=C(C#N)C#N)c1	-60	-6.0	0.1	1	4	-1.1	-2	-4	2
C/C(=N\NC(=O)CCc1c[nH]c2ccccc12)c1ccc([N+](=O)[O-])cc1	-17	1.1	1.2	8	14	1.3	-1	-4	5
Cc1ccc(C(=O)Nc2ccccc2C(=O)O)cc1S(=O)(=O)NCc1ccccc1	29	0.3	-0.3	-2	·	-0.6	-4	-12	0
C=CCNCCCCOc1ccc(OCc2ccccc2)cc1	29	2.1	1.4	4	-1	0.5	3	-5	1
COc1cc2c(cc1OC)CN(C(=O)c1sc(-c3cnccn3)nc1C)CC2	9	1.7	0.3	1	24	-0.4	-1	-6	-4
COc1cccc(C(=O)N(CN2CCCC2=O)c2cccc(Cl)c2)c1	40	-1.1	0.0	-1	11	1.4	6	0	12
Cc1c(C)n(C(=O)CN2CCN(c3ccccc3)CC2)c2ccccc12	6	2.0	-0.4	2	0	0.7	0	-5	8
O=C(Nc1ccc(N2CCCC2)cc1)c1ccc([N+](=O)[O-])cc1Cl	2	1.4	1.1	3	-4	3.1	-2	-5	6
CCc1nnc(NC(=O)CC(CN(C)S(=O)(=O)c2ccccc2)c2ccccc2)s1 (centres undefined)	30	-0.6	-1.1	0	2	-1.4	2	-14	0
CCCCN1CC(O)=C(c2nc(-c3ccc(Br)cc3)cs2)C1=N	46	-0.3	0.5	2	10	-1.3	-5	-3	3
CCc1ccc(N2CC(C(=O)NCc3ccc4c(c3)OCO4)CC2=O)cc1 (centres undefined)	8	-0.3	0.3	-1	-7	-0.8	-1	5	1
Cc1c(NC(=O)CSc2n[nH]c(=O)n2-c2ccccc2)c(=O)n(-c2ccccc2)n1C	4	0.2	0.5	3	13	1.5	2	7	2
O=C(COc1cccc(C(F)(F)F)c1)Nc1ccc(S(=O)(=O)N2CCCC2)cc1	68	1.3	-0.3	4	24	0.1	0	-15	1
CCOC(=O)C1CCN(Cc2cc(C(C)C)c(O)c(C(C)C)c2)CC1	1	-8.4	0.8	1	11	-0.8	2	-6	1
COc1cc(C(=O)NCCc2ccc3c(c2)OCCO3)ccc1OCC(=O)N1CCOCC1	-1	0.6	-0.5	0	26	1.4	-2	5	2
CCn1ccnc1[C@@H]1C[C@H]2CN(c3ccccc3OC)C(=O)[C@]23CCCN13	11	1.8	0.4	2	-8	0.4	1	-14	-1
O=c1cc(CN2CCN(c3ccc(F)cc3)CC2)nc2sccn12	4	-0.4	0.8	-5	29	-0.1	0	-4	4
CCOc1ccc(NC(=O)c2cccc(OC(=S)N3CCOCC3)c2)cc1	-21	0.8	1.3	-3	9	2.1	-4	-11	-1
C=CCNC(=O)NC(=O)COC(=O)/C(C#N)=C/c1cc(C)n(CCC(C)C)c1C	30	-1.9	0.0	0	12	0.8	-4	-6	0
COc1ccc(CCNC(=O)CCCN2C(=O)c3ccccc3C2=O)cc1	18	-0.7	0.7	-1	14	0.7	0	-5	4
Cn1c(COc2ccc(Cl)cc2)nnc1SCC(=O)NC1CCCCC1	·	0.4	-0.8	-5	·	-1.7	-1	-4	1
COc1ccc(OC)c(NC(=O)CCN2CCC(C)CC2)c1	-8	-0.9	0.3	-1	21	0.3	1	-5	0
CC(C)CN1CCNC(=O)C1CC(=O)NCCCN1CCCc2ccccc21 (centres undefined)	10	-0.5	0.2	3	6	2.6	3	-1	4
O=C(CCCCn1c(=S)[nH]c2ccsc2c1=O)NCc1ccc2c(c1)OCO2	5	0.3	-1.0	-2	12	0.3	-4	8	2
CC(=O)c1c(C)nc(C)nc1NC(=O)C(C)C	30	-1.6	1.3	0	10	-0.8	-2	-6	2
COc1ccc(C)cc1-n1nnnc1SCC(=O)N1CCC(C(=O)Nc2nccs2)CC1	43	-2.9	0.0	-1	5	0.1	4	-1	3
Cc1ccc(S(=O)(=O)ON=C2CCN(S(=O)(=O)c3ccccc3)CC2)cc1	-12	-1.3	0.6	-1	2	-0.4	0	-6	1
CC(=O)N1CCN(C(=S)c2ccc(N(C)C)cc2)CC1	34	0.8	0.5	0	11	0.4	-3	-2	2
CCOc1ccccc1/C=c1\sc2nc(-c3ccco3)nn2c1=O	-39	-0.8	0.4	1	20	0.1	5	-5	2

One compound at a time (already shown):
Cn1c(COc2ccc(Cl)cc2)nnc1SCC(=O)NC1CCCCC1 is listed as CHOP inh: ·; TNF death inh: 0.4; TRPML3 ag: -0.8; Wee1 stabilizer: -5; PPC-1+TRAIL kill: ·; TRPN1 ag: -1.7; Ba/F3 V617F tox: -1; RBBP9 inhibitor: -4; BaF3 parental: 1
CC(=O)N1CCN(C(=S)c2ccc(N(C)C)cc2)CC1 is listed as CHOP inh: 34; TNF death inh: 0.8; TRPML3 ag: 0.5; Wee1 stabilizer: 0; PPC-1+TRAIL kill: 11; TRPN1 ag: 0.4; Ba/F3 V617F tox: -3; RBBP9 inhibitor: -2; BaF3 parental: 2

From PubChem BioAssay
